P. falciparum M1AAP: P. falciparum M1AAP inhibitors, biochemical, fluorogenic H-Leu-NHMec substrate, 1536-well (AID 1445); recombinant M1AAP, H-Leu-NHMec fluorogenic kinetic assay; higher % means a stronger effect; inhibition, % at 30 µM; hits with a dose series show IC50 in µM; 0.42% of 220,000 active;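 active = primary inhibition above the hit cutoff, then over 50% inhibition at one or more dose response concentrations, cut at about 23% in these data, passing the limit was not always enough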;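 also: plate controls were DMSO full reaction for no effect and no enzyme background for full effect; strong numbers were not always called active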
P. falciparum M17LAP: P. falciparum M17LAP inhibitors, primary screen, biochemical, fluorogenic H-Leu-NHMec substrate, 1536-well (AID 1619); 0.38% of 220,000 active; recombinant M17LAP, H-Leu-NHMec fluorogenic kinetic assay; higher % means a stronger effect; inhibition, % at 30 µM; hits with a dose series show IC50 in µM;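 active = compound inhibiting the enzyme by more than half at any dose during confirmatory dose-response retesting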;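 also: plate controls were full reaction with DMSO carrier for no effect and no enzyme background for full effect; strong numbers were not always called active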
Yfh1-depleted yeast: mitochondrial function rescue without frataxin homolog – Friedreich's ataxia, plus single-dose screen, dose response (AID 1465) | 0.074% of 220,000 active | S. cerevisiae Yfh1-off respiration, WST-1 reduction, 72 h; higher fold induction means a stronger effect | one-dose fold induction at 50 µM; EC50 in µM for titrated hits;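 active = fold induction of absorbance versus untreated yeast above a set limit, then at least 30% activation at any dose in follow-up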;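 also: activators that raise dye reduction in frataxin-depleted yeast; strong numbers were not always called active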
WT yeast gro inh: growth inhibition of WT yeast, mitochondrial fusion screen; mitochondrial fusion phenotypic screen, WT strain; inhibition, % at 10 µM; 2.1% of 190,000 active; in the data active = inhibition above about 58%; tested in S. cerevisiae
T cell HTS: modulates CD8 T cell binding to vesicles. 2C CD8+ T cell-vesicle binding, flow cytometry; stronger effect = lower value. calls only at 7 µM. 0.068% of 330,000 active;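 active = response, share of CD8 T cells binding vesicles, and their 90th percentile fluorescence all below set limits, cut at about 80% in these data, passing the limit was not always enough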
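incubation = binding step 1.5 h, 37 °C, antibody labelling 20 min, ice | test system = 2C mouse CD8+ T cells | read-out basis = percent CD8+ FL2 mean versus row control | controls = Peptide-free naked vesicles (low) and QL9 vesicles with 0.7% DMSO vehicle (high) | detection = flow cytometry of vesicle-bound cells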
Dynein cargo inh: blocks dynein driven cargo transport along microtubules; 0.47% of 220,000 active; 3617.4 mouse cells, GR-EGFP nuclear translocation imaging; test concentration mostly 20 µM; stimulated with dexamethasone, 1 µM; stronger effect = lower value; z-score, hits read low; AID 1381;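 active = plate z-score of nuclear minus cytoplasmic receptor signal below a set negative limit, without overly bright fluorescence or cell loss, cut at about -3.5 in these data, passing the limit was not always enough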;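 also: z-score of nuclear minus cytoplasmic ring GR-EGFP intensity difference per well; some compounds called inactive have numbers as strong as hits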
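medium = tetracycline-free induction medium containing charcoal-stripped FBS | probe or stimulus = dexamethasone, 1.0 µM final | timing = 48 h induction, then 1 h compound, then 30 min agonist, 37 °C | detection = automated 10x imaging of fixed Hoechst-stained cells | read-out basis = nuclear versus cytoplasmic GR-EGFP signal, averaged per well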
Autophagy HCS: alters autophagy in cells. MEF GFP-LC3 puncta imaging; test concentration mostly 10 µM. calls only at 10 µM (by protocol). 0.98% of 190,000 active. AID 463193;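 active = percentage of spot-positive cells more than 3 SD above its plate mean, without a fluorescence outlier flag or 80% toxicity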;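 also: spot-positive cell cutoff set from DMSO-treated cells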
bCat nuc transl: beta-catenin nuclear translocation modulation. HeLa beta-catenin nuclear translocation, immunofluorescence imaging. nuclear translocation activity, % at 5 µM. 0.3% of 190,000 active;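 active = nuclear translocation activity above 50% at 5 µM, with a well cell count of 50 or more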;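 also: per-cell ratio of nuclear to cytoplasmic median beta-catenin stain intensity; plate controls were DMSO negative control for no effect and GSK-3 inhibitor IX positive control for full effect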
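Test system: HeLa cells, endogenous beta-catenin; Compound: single 5 µM dose plus 0.02–20 µM confirmation series; Times: compound exposure 24 h at 37°C; Signal: fluorescence imaging of beta-catenin antibody stain plus DAPI; Read-out: % activation, nuclear-to-cytoplasmic median beta-catenin signal ratio per cell.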
MT stabilize HCS: microtubule stabilizers in HeLa cells. HeLa tubulin immunostaining HCS, 24 h; share of cells brighter than vehicle mean+2SD. 0.83% of 200,000 active. AID 2205. % tubulin-high responders, % at 10 µM;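 active = plate Z-score above 3 for both tubulin-high and condensed-nucleus cell shares, with cell loss under 80%, at 10 µM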;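 also: anti alpha tubulin signal scored within the nucleus-defined area of each cell; some results filed as inactive read as strong as hits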
WT yeast gro inh mutant strain: also measured in WT yeast gro inh; calls as there; inhibition, %; mitochondrial fusion phenotypic screen, mutant strain inhibition
Dynein cargo inh cytoplasmic EGFP: second read-out of Dynein cargo inh, no call of its own (marks repeat the call); z-score; measured here: cytoplasmic GR-EGFP intensity; stronger effect = higher value
Dynein cargo inh nuclear GR-EGFP: second read-out of Dynein cargo inh, no call of its own (marks repeat the call); z-score; measured here: nuclear GR-EGFP intensity;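 lower value marks the stronger effect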
Dynein cargo inh cell count: recorded beside Dynein cargo inh, whose call it bears; z-score; measured here: cell count per field
bCat nuc transl cell count 5 µM: second read-out of bCat nuc transl, no call of its own (marks repeat the call); cell count; measured here: cell count, cytotoxicity flag
T cell HTS vesicle-bound %: second read-out of T cell HTS, no call of its own (marks repeat the call); double positive events, %; measured here: CD8+ vesicle-bound cell fraction;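 binding gate set so that unloaded-vesicle control wells show 10% double positive cells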
MT stabilize HCS Hoechst-high %: also measured in MT stabilize HCS; calls as there; % Hoechst-high responders; measured here: nuclear condensation Hoechst responders;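 share of cells brighter than vehicle mean plus two SD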
MT stabilize HCS cytotoxicity %: further read-out of MT stabilize HCS, marked with its call; toxicity, %; measured here: cytotoxicity by cell density;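 0% = mean cell density of plate MIN control wells and 100% = no cells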
Autophagy HCS cell loss 18 h: also measured in Autophagy HCS; calls as there; toxicity, %; measured here: cell loss, nuclei count;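 cell loss after 18 h compound exposure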
* hit, by the source's call; i = inactive; . = not tested or not shown. An unsorted share of the library (roughly 4.4% active in at least one column).

SMILES	P. falciparum M1AAP	P. falciparum M17LAP	Yfh1-depleted yeast	WT yeast gro inh	WT yeast gro inh mutant strain	T cell HTS	T cell HTS vesicle-bound %	Dynein cargo inh	Dynein cargo inh cytoplasmic EGFP	Dynein cargo inh nuclear GR-EGFP	Dynein cargo inh cell count	Autophagy HCS	Autophagy HCS cell loss 18 h	bCat nuc transl	bCat nuc transl cell count 5 µM	MT stabilize HCS	MT stabilize HCS Hoechst-high %	MT stabilize HCS cytotoxicity %
Cc1ccc(NC(=O)c2ccco2)c(NC(=O)CN2C(=O)c3ccccc3C2=O)c1	5%	23%	i	-12	-3	i	56	-1.2	-0.2	-0.64	1.3	i	0	-0.5	1029	3.4	2.6	4.9
CC(C)NC(=O)NNC(=O)c1cc(COc2cc(Cl)cc(Cl)c2)on1	8%	7%	i	.	.	i	14	-0.21	-0.18	0.37	-0.67	.	.	-0.8	1327	.	.	.
Cc1noc(NS(=O)(=O)c2ccc(NC(=O)CSc3nc4ccccc4s3)cc2)c1C	19%	15µM*	i	-13	-10	i	41	0.38	-0.29	0.044	0.65	i	1	0.8	1026	1.5	2.0	6.6
O=C(NNS(=O)(=O)c1ccc(Cl)cc1)NC1CCCCC1	1%	-10%	i	6	-5	i	40	0.38	-0.19	0.037	-1.5	i	1	.	.	1.8	1.7	7.0
COc1ccc(Cl)cc1NC(=O)C1CCCN(S(=O)(=O)c2cccc3nonc23)C1 (stereo unspecified)	4%	-11%	i	-2	-2	.	.	-0.094	0.35	-0.6	1	i	0	3.1	1115	3.4	1.4	4.0
CCCN1CCc2[nH]c(=S)[nH]c(=O)c2C1	5%	14%	i	4	12	i	46	1.3	-0.12	0.84	-1	i	21	-2.2	1125	3.4	2.3	6.7
NC(=O)CSc1nnc(COc2ccccc2)n1N	0%	-9%	i	.	.	i	58	-0.69	-0.76	-0.57	0.23	.	.	0.5	1316	.	.	.
Cc1ccc(NCC(=O)N/N=C\C(Br)=C\c2ccccc2)cc1	4%	21%	i	10	42	i	22	0.36	0.00085	0.63	-0.38	i	26	.	.	1.1	0.6	3.2
COC(=O)c1cc(C(=O)OCC(=O)N2c3ccccc3NC(=O)C2(C)C)cc([N+](=O)[O-])c1	-3%	15%	i	19	-2	i	5	1.8	-0.24	1.1	-1.4	i	19	0.2	1103	5.9	2.7	3.1
CCn1cc(CNCc2c(C(=O)N3CCCCC3)nc3c(C)cccn23)cn1	4%	5%	i	-4	-9	i	51	-1.1	0.23	-0.55	-0.76	i	-5	0.4	1014	3.7	2.4	9.4
CCOC(=O)C(CC)Sc1cc(C)nc2ccc(OC)cc12 (stereo unspecified)	6%	0%	i	16	-4	i	3	0.05	-0.24	-0.046	-0.96	i	8	-1.6	1095	2.9	1.5	9.2
O=C(NCc1ccccc1)N1CCN(c2ccc(Cl)c(Cl)c2)CC1	2%	15%	i	-15	-11	i	49	0.75	-0.26	0.42	-0.39	i	4	6.6	1373	5.5	3.3	6.3
Cc1nn(C)c(C)c1S(=O)(=O)N1CCC(CO)(CC2CCCCO2)CC1 (stereo unspecified)	-5%	-20%	i	-5	5	i	6	-0.0048	-0.28	0.051	0.068	i	-23	-1.3	1108	1.4	1.2	9.1
Cc1ccc(N(CC(=O)Nc2ccc3c(c2)OCCO3)S(=O)(=O)c2c(C)noc2C)cc1	5%	5%	i	18	23	i	44	1.1	-0.18	0.72	-0.86	i	5	-2.4	982	2.7	2.1	6.1
CC1=C(C(=O)OCc2ccccc2)C(c2cccs2)NC(=O)N1CCCC(=O)O (stereo unspecified)	-1%	28%	i	13	-18	i	7	0.31	-0.15	0.46	0.6	i	31	1.5	507	3.2	1.2	6.3
O=C(CNC(=O)C1CCCCC1)Nc1ccc(Cl)cc1	-1%	4%	i	1	-5	i	34	-0.94	-0.19	-0.55	-0.31	i	-36	-0.7	1005	2.7	1.7	8.1
COc1ccc(N2CC(C)Cn3c2nc2c3c(=O)n(CCN3CCOCC3)c(=O)n2C)cc1 (stereo unspecified)	3%	-6%	i	-1	-13	i	43	-0.25	-0.29	0.21	0.14	i	-5	-2.4	1006	4.4	3.8	7.3
CCn1cc(-c2n[nH]c(=S)n2-c2ccc(C)cc2Br)c(=O)c2ccc(C)nc21	6%	2%	i	.	.	i	11	-0.67	-0.25	-0.4	0.35	.	.	1.4	1177	.	.	.
Nc1nc2nc(-c3ccc(OCc4ccccc4)cc3)cc(C(F)(F)F)n2n1	10%	-2%	i	-7	-3	i	40	-0.57	-0.2	-0.0055	0.5	i	-7	.	.	1.3	0.8	12
Nc1c(C(=O)c2ccccc2)oc2ccccc12	3%	14%	i	-18	7	i	34	0.013	0.081	0.36	-0.84	i	2	.	.	1.4	0.9	4.1
CCOC(=O)C1=C(CC)OC(N)=C(C#N)C1c1ccc(NC(C)=O)cc1 (stereo unspecified)	2%	-15%	i	9	-23	i	9	-0.67	0.099	0.56	-1.3	i	22	0.0	515	5.0	2.9	5.3
O=C(CSc1nnc(Cc2cccs2)n1C1CCCCC1)N1CCN(C(=O)c2ccco2)CC1	2%	10%	i	11	3	i	46	0.45	-0.17	0.54	-0.85	i	-5	-1.3	914	7.6	4.4	6.1
CSc1cccc(NC(=S)N2CCC(N(C)C3CCCCC3)CC2)c1	-5%	-2%	.	-5	-11	i	27	-0.17	-0.16	-0.041	-0.15	i	-2	1.1	1077	1.8	3.4	9.2
N#Cc1ccc(S(=O)(=O)Nc2ccc3ccccc3n2)cc1	8%	-1%	i	.	.	i	23	-0.46	-0.19	-0.26	1.7	.	.	-2.2	1105	.	.	.
CCOc1ccc(S(=O)(=O)NCCCl)cc1	5%	-2%	i	-5	-2	i	24	0.6	-0.12	0.76	-1.3	i	-7	1.6	1054	4.8	1.8	8.1
O=C(NC1CCCCC1)c1ccccc1NC(=S)NC(=O)C1CC1	-1%	6%	i	-18	-22	i	35	-0.032	-0.28	-0.27	-0.17	i	-1	1.8	573	5.1	2.6	7.4
O=C(CN1CCCc2ccccc21)NCCc1ccc(F)cc1	5%	-12%	i	4	-23	i	42	1.8	0.15	0.52	-0.79	i	5	-1.0	1154	2.0	1.8	2.2
O=C(Nc1cccc([N+](=O)[O-])c1)c1ccc(CN2CCOCC2)cc1	7%	4%	i	-19	13	i	5	-0.22	-0.21	0.038	0.58	i	0	2.8	919	1.9	2.3	9.8
C=CCOc1ccc(C(=O)Nc2ccc(OCC)cc2)cc1	-3%	-4%	i	9	11	i	54	0.94	-0.22	0.26	-0.41	i	5	-1.4	1091	6.3	1.6	8.0
O=C(Nc1ccc(Oc2cccnc2)cc1)c1ccccc1F	-4%	7%	i	18	3	i	36	1.3	-0.23	0.21	-0.24	i	0	1.4	1385	2.2	1.1	4.7
Cc1ccsc1/C=C1\CCC(C2CCCC2)C1=O (stereo unspecified)	2%	-5%	i	38	14	i	50	0.39	-0.25	0.1	-0.023	i	14	-0.9	1110	1.8	2.8	6.7
COc1ccc(C(C)NC(=O)c2ccccc2)cc1 (stereo unspecified)	0%	-4%	i	12	12	i	40	-0.34	-0.33	0.0044	-0.024	i	28	-3.1	1176	1.3	1.2	4.0
Cc1ccc(-c2nc(S(=O)(=O)c3ccc(F)cc3)c(SCC(=O)NCC3CCCO3)o2)cc1 (stereo unspecified)	10%	3%	i	-17	-6	i	19	0.13	-0.23	0.39	0.21	i	6	3.5	961	3.7	1.5	4.4
Cc1ccc2[nH]c(=S)cc(C)c2c1	-11%	-3%	i	11	21	i	29	-0.34	-0.25	0.3	0.92	i	26	-0.9	844	13	2.1	15
O=C(O)CN1C(=O)/C(=C/c2ccc(N3CCCCC3)o2)SC1=S	2%	4%	i	.	.	i	58	-0.16	-0.27	-0.15	0.75	.	.	5.4	1307	.	.	.
N#Cc1nc(-c2ccc(F)cc2)oc1NCc1cccc2c1OCO2	10%	11%	i	3	-27	i	42	-0.59	-0.19	-0.018	0.16	i	-10	5.9	975	4.0	1.9	3.6
COc1ccc(OC)c(N/C(=N/c2nc(C)cc(C)n2)NC(C)=O)c1	-3%	1%	i	.	.	i	15	-0.91	-0.83	-0.8	0.52	.	.	0.9	1323	.	.	.
CCOCCOC(=O)c1ccc(NC(=O)c2cc(OC)c(OC)c(OC)c2Br)cc1	1%	6%	i	10	-22	i	46	0.12	0.45	-0.14	0.023	i	2	-1.9	1110	1.8	1.3	8.7

2 neighbouring records from above, for reference:
SMILES	P. falciparum M1AAP	P. falciparum M17LAP	Yfh1-depleted yeast	WT yeast gro inh	WT yeast gro inh mutant strain	T cell HTS	T cell HTS vesicle-bound %	Dynein cargo inh	Dynein cargo inh cytoplasmic EGFP	Dynein cargo inh nuclear GR-EGFP	Dynein cargo inh cell count	Autophagy HCS	Autophagy HCS cell loss 18 h	bCat nuc transl	bCat nuc transl cell count 5 µM	MT stabilize HCS	MT stabilize HCS Hoechst-high %	MT stabilize HCS cytotoxicity %
COc1ccc(Cl)cc1NC(=O)C1CCCN(S(=O)(=O)c2cccc3nonc23)C1 (stereo unspecified)	4%	-11%	i	-2	-2	.	.	-0.094	0.35	-0.6	1	i	0	3.1	1115	3.4	1.4	4.0
CCCN1CCc2[nH]c(=S)[nH]c(=O)c2C1	5%	14%	i	4	12	i	46	1.3	-0.12	0.84	-1	i	21	-2.2	1125	3.4	2.3	6.7

Assay outcomes as filed in PubChem BioAssay.
